Assay outcomes as filed in PubChem BioAssay.
Cdc25B inh: inhibitors of human Cdc25B phosphatase. P30305. recombinant Cdc25B, OMFP fluorescence Ex485/Em525. inhibition, %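 (compounds tested at 10 µM final in the well)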. actives 0.1% (n = 65,000). AID 368; in the data active = inhibition above about 50%
JNK3 inh: blocks human JNK3 kinase activity | P53779 | purified JNK3 kinase activity, HTS | inhibition, % at 8 µM | actives 0.61% (n = 60,000) | AID 746; in the data active = inhibition above about 17%;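 also: 0% = DMSO and 100% = reference inhibitor; many of its hits are not listed in these tables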
Target sequence (P53779 whole entry, looked up): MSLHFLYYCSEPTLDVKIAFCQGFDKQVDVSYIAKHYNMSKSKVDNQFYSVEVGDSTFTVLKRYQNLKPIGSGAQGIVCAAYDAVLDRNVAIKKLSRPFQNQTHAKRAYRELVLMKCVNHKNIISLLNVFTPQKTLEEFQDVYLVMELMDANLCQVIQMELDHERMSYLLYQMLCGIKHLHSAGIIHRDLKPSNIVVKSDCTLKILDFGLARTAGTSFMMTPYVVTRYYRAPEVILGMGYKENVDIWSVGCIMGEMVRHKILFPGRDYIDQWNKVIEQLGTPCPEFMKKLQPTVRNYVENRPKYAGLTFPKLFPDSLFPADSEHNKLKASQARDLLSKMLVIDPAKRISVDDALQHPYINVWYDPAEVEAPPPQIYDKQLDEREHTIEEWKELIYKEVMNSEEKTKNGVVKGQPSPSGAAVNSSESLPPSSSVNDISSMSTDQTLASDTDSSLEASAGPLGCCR
HEK293 NFkB inh: inhibitors of the PMA/ionomycin-induced NF-kB reporter in HEK293 cells; inhibition, % at 3 µM; HEK-293 NF-kB luciferase reporter, luminescence; AID 465; actives 0.21% (n = 62,000);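 active = inhibition above the mean of all tested compounds plus 3 SD, cut at about 40% in these data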;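 also: 0% = stimulated DMSO wells and 100% = 10 µM reference inhibitor 5653914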
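System – HEK-293 cells with stable firefly luciferase reporter driven by four HIV NF-kB elements · Doses – one dose, 3 µM · Schedule – 1 h compound pre-incubation, 16 h PMA/ionomycin at 37 °C · Technique – luminescence from luciferase substrate reagent · Measure – percent inhibition normalized per plate to DMSO and reference-inhibitor controls · Replicates – tested once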
ROCK2 inh: blocks human Rho kinase 2 activity. inhibition, % at 6 µM. purified ROCK2, Kinase-Glo ATP depletion luminescence. actives 0.35% (n = 60,000);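 active = inhibition above the screen-wide mean inhibition plus 3 SD, cut at about 18% in these data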;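 also: plate controls were DMSO wells for no effect and Y-27632 control wells after no-enzyme background subtraction for full effect; many of its hits are not listed in these tables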
PKA kinase inh: blocks human protein kinase A activity; AID 524; PKA Kemptide phosphorylation, Kinase-Glo ATP luminescence; P17612; inhibition, % at 6 µM; actives 0.1% (n = 65,000);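 active = inhibition above the screen-wide mean inhibition plus 3 SD, cut at about 21% in these data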; also: many of its hits are not listed in these tables
TNAP act mid DEA: activates human TNAP at intermediate phosphate acceptor concentration | P05186 | purified TNAP, CDP-star luminescence, 100 mM DEA, 30 min; hits give high values; scale: 0 levamisole-inhibited, 1 vehicle-only enzyme | activation factor at 20 µM | 64,000 tested, under 10 active;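 active = activation factor of at least 2 at 20 µM, relative to controls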
DUSP1 inh: blocks human MKP-1 phosphatase activity | P28562 | recombinant MKP-1, OMFP hydrolysis fluorescence | inhibition, %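 (compounds tested at a single concentration somewhere between 10 and 100 µM)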 | actives 0.15% (n = 65,000);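 active = inhibition above about 50%, limit read from the data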;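 also: 0% = DMSO max control wells and 100% = wells with enzyme stopped by NaOH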
Target sequence (P28562 whole entry, looked up): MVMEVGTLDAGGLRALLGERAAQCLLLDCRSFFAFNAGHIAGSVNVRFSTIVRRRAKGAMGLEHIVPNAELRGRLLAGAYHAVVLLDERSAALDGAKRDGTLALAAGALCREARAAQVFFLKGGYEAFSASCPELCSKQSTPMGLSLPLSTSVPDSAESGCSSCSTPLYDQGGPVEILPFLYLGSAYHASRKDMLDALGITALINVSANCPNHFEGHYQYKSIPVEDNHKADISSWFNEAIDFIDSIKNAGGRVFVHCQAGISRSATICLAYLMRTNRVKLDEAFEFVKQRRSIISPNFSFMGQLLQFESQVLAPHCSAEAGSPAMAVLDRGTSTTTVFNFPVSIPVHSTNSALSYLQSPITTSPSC
Jurkat tox 60K: reduces viability or proliferation of Jurkat cells; actives 1.2% (n = 56,000); Jurkat E6.1 viability, ATP luminescence, 48 h; AID 463; inhibition, % at 4 µM;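 active = inhibition above the mean inhibition of all tested compounds plus 3 SD, cut at about 28% in these data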
MMP-13 inhibitor: inhibitors of human MMP13; P45452; MMP-13 fTHP FRET cleavage, Mca fluorescence; inhibition, % at 4 µM; actives 0.07% (n = 65,000); AID 570;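 active = inhibition above the mean of compound-free control plate wells plus 3 SD, cut at about 14% in these data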;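 also: 0% = DMSO wells and 100% = wells with reference MMP-13 inhibitor after basal subtraction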
Numbers without * were called inactive; . = no result given; [ ] = dose if it differs, or a comment. Rows were taken by chance. Share with any hit: about 1.9%.

SMILES	Cdc25B inh	JNK3 inh	HEK293 NFkB inh	ROCK2 inh	PKA kinase inh	TNAP act mid DEA	DUSP1 inh	Jurkat tox 60K	MMP-13 inhibitor
CCC(SC1=Nc2ccccc2C2=NC(CC(C)C)C(=O)N12)C(=O)Nc1ccc2c(c1)OCO2 (configuration not stated)	3	-3	16	2	2	0.9	35	0	3
CCn1c(SCC(=O)Nc2cc(C)on2)nnc1-c1ccc(S(=O)(=O)N2CCCC2)cc1	3	-4	9	5	1	0.9	-4	-1	-4
O=C(Nc1ccccc1C(=O)N1CCCCC1)C1CCCCC1	0	-3	6	12	12	0.9	-3	-7	2
Cc1cccc(Cn2cnc3c(nnn3Cc3ccccc3F)c2=O)c1	-13	-8	11	0	3	0.9	-4	5	3
CCOC(=O)N1CCC(N2CCN(S(=O)(=O)CC)CC2)CC1	-7	1	-2	7	3	0.9	22	-9	0
O=C(c1ccc(Br)cc1)C1CCc2occc2C1=O (configuration not stated)	5	3	11	5	6	0.8	-5	-6	-6
O=c1nc(N2CCOCC2)nc2n1CCO2	-3	-6	6	3	-1	0.8	-10	9	-4
Cc1ccc(CN(Cc2cc3cc(C)ccc3[nH]c2=O)C(=O)N2CCOCC2)cc1	-4	11	9	-4	-3	0.9	17	2	-22
Cc1ccc(CNc2ccc(N3CCOCC3)c(C(=O)O)c2)s1	-1	-3	21	-11	12	1	-19	0	-2
O=C(Nc1ccccc1Oc1ccccc1)c1cnccn1	2	0	10	0	0	0.9	6	11	1
COc1cc(C(c2nnnn2C2CCCC2)N2CCN(C)CC2)cc(OC)c1OC (configuration not stated)	-5	-6	17	3	13	0.9	-15	-5	4
Cn1c(=O)oc2cc(S(=O)(=O)N3CCN(c4ccccn4)CC3)ccc21	-4	-2	2	8	7	0.9	-6	-20	-4
CCOC(=O)c1cccc(NC(=O)CSc2nnc(COc3ccccc3C)o2)c1	-5	1	10	6	9	0.9	-1	-3	0
Cc1cc(C)c(S(=O)(=O)N(C)CC(=O)NC2CCCC2)c(C)c1	-3	-7	12	6	9	1	-6	-9	5
COc1ccc(OC)c(NC(=O)C2COc3ccccc3O2)c1 (configuration not stated)	-8	1	2	7	7	0.9	-1	0	-2
Cc1c(NC(=O)C(C)OC(=O)c2cc3c4ccccc4n(C)c3s2)c(=O)n(-c2ccccc2)n1C (configuration not stated)	8	1	11	6	9	0.9	22	-4	-22
Cc1nnc2n(Cc3ccccc3)c(=O)c3c4c(sc3n12)CCCC4	2	5	10	5	10	0.9	-6	-8	9
COc1cc(Cn2c(C(=O)O)cc3sccc32)cc(OC)c1OC	0	.	13	.	11	1	7	.	8
CC(C)C1CC(c2csc(N)n2)CCO1 (configuration not stated)	3	-2	7	3	1	1	-9	6	1
O=C(c1ccco1)N1CCN(Cc2ccccc2C(F)(F)F)CC1	-3	-8	11	4	8	1	14	2	-5
COc1ccc(N(CC(=O)N2CCCCC2)S(=O)(=O)c2c(C)nn(C)c2C)cc1	-1	4	-2	2	5	1	3	-5	5
C#CCSc1nsc(SCC#C)c1C#N	-8	1	1	4	7	1	21	16	1
CC(C)(C)NC(=O)c1cc(NC(=O)c2ccco2)cc(NC(=O)c2ccco2)c1	-19	4	11	4	5	0.9	7	1	5
O=C(CSc1nnc2ccccn12)N1CCOCC1	-15	.	7	.	10	0.9	-2	.	-6
COc1ccc(S(=O)(=O)N2CCn3c2nc2ccccc23)cc1	6	-3	4	7	12	0.9	-1	0	1
SMILES	Cdc25B inh	JNK3 inh	HEK293 NFkB inh	ROCK2 inh	PKA kinase inh	TNAP act mid DEA	DUSP1 inh	Jurkat tox 60K	MMP-13 inhibitor
N#C/C(=C(/O)COC(=O)c1ccc2c(c1)OCCO2)c1nc2ccccc2[nH]1	3	-4	9	0	9	1	18	1	1
O=C(CCSc1nnc2scc(-c3ccccc3)n12)Nc1nc(-c2ccccc2)ns1	2	2	9	1	4	1	27	-9	2
Clc1ccccc1CSc1nnc(-c2cccnc2)n1Cc1ccco1	-36	.	20	.	-8	1	1	.	-1
CCOC(=O)C1=C(C)NC(=O)NC1c1ccc(NC(C)=O)cc1 (configuration not stated)	5	1	-4	-3	4	0.9	-26	-2	-4
O=C(Nc1ccon1)C1CCN(S(=O)(=O)c2cccs2)CC1	0	0	14	3	3	1	0	-3	4
Cc1oc2c(CN3CCCC3)c(O)ccc2c(=O)c1Oc1ccccc1Br	1	3	12	2	8	1	-26	0	-400[fluorescence artefact?]
COc1ccc(OC)c(C2CC(=O)c3c([nH]c(C(=O)OCC4CCCO4)c3C)C2)c1 (configuration not stated)	-1	7	-4	5	2	0.9	17	4	-4
CCCN1CN(Cc2ccccc2)CC2=C1CC(C)(C)CC2=O	9	0	4	2	7	0.9	-9	2	0
CCC(=O)Nc1nnc(Sc2ccc(N(C)C)cc2)s1	-14	1	3	6	7	1	7	-2	4
CC(C)C(=O)NC(C)C(c1cccs1)N1CCN(C)CC1 (configuration not stated)	-6	3	14	9	11	0.9	8	-6	3
N#CC(C(=O)C1CCCCC1)c1nc2ccccc2[nH]1 (configuration not stated)	-11	.	8	.	3	0.8	4	.	4
Cc1cc(S(=O)(=O)Nc2c(C(=O)O)[nH]c3ccccc23)ccc1F	-5	0	17	6	14	0.7	-18	3	0
CC1(C)NC(=O)N(CCCCOc2cccc(C(F)(F)F)c2)C1=O	-6	-1	6	-8	-2	1	4	12	6
Cc1cc(C2C(=O)C(C(=O)c3ccc(Cl)cc3)C(=O)CC2(C)C)on1 (configuration not stated)	0	5	8	4	6	1	-30	-7	1
CCC(CC)c1nnc(NS(=O)(=O)Cc2ccccc2)s1	-11	2	10	6	6	1	5	-5	-5
COC1(OC)N=C(N)C2(C#N)C(c3ccc(F)cc3)C12C#N (configuration not stated)	-3	-4	1	0	10	0.9	-2	4	0
COc1ccc(Cc2noc(-c3ccc(C)cc3)n2)cc1	-2	-5	15	1	-3	0.9	-18	-6	-4
O=c1cc(CSc2ccc(S(=O)(=O)N3CCCCC3)cn2)nc2sccn12	-1	8	5	3	6	1	31	1	6
CC(=O)NC1N=C(C)N(c2ccccc2)C1=O (configuration not stated)	-2	.	10	.	-6	0.9	-11	.	1
O=C(COC(=O)CCc1c[nH]c(=O)[nH]1)Nc1ccccc1Cl	-15	.	10	.	2	0.9	0	.	-1
CC(=O)c1cc2c(cc1NC(=O)c1cc(C)nn1-c1ccccc1)OCO2	-4	-1	32	-4	-7	1	7	17	0
COc1ccc(C2CC(=O)C(C=NCCN3CCN(C(C)=O)CC3)=C(O)C2)cc1OC (configuration not stated)	-2	-5	15	7	13	1	2	0	-2
CCCCn1c(C)nc2c(=O)n(C)c(=O)[nH]c21	1	-2	14	6	2	0.9	14	-5	-2
N=c1sccn1CC(=O)Nc1ccc(S(=O)(=O)N2CCOCC2)cc1	-7	-4	4	2	8	1	7	4	6
CCCNC(=O)CN(c1ccc(F)c(Cl)c1)S(C)(=O)=O	-12	-2	5	1	0	0.9	-2	-3	5

Ordered by number of heavy atoms (lowest first): part of the list above
SMILES	Cdc25B inh	JNK3 inh	HEK293 NFkB inh	ROCK2 inh	PKA kinase inh	TNAP act mid DEA	DUSP1 inh	Jurkat tox 60K	MMP-13 inhibitor
O=C(c1ccc(Br)cc1)C1CCc2occc2C1=O (configuration not stated)	5	3	11	5	6	0.8	-5	-6	-6
N#CC(C(=O)C1CCCCC1)c1nc2ccccc2[nH]1 (configuration not stated)	-11	.	8	.	3	0.8	4	.	4
COc1ccc(Cc2noc(-c3ccc(C)cc3)n2)cc1	-2	-5	15	1	-3	0.9	-18	-6	-4
O=C(Nc1ccccc1Oc1ccccc1)c1cnccn1	2	0	10	0	0	0.9	6	11	1
COc1ccc(OC)c(C2CC(=O)c3c([nH]c(C(=O)OCC4CCCO4)c3C)C2)c1 (configuration not stated)	-1	7	-4	5	2	0.9	17	4	-4
CCC(SC1=Nc2ccccc2C2=NC(CC(C)C)C(=O)N12)C(=O)Nc1ccc2c(c1)OCO2 (configuration not stated)	3	-3	16	2	2	0.9	35	0	3

(further entries)
SMILES	Cdc25B inh	JNK3 inh	HEK293 NFkB inh	ROCK2 inh	PKA kinase inh	TNAP act mid DEA	DUSP1 inh	Jurkat tox 60K	MMP-13 inhibitor
O=C(C1=C(O)C(=O)N(c2ncccn2)C1c1cccc(Cl)c1)c1ccco1 (configuration not stated)	7	-4	.	-6	3	0.9	-10	.	-1
CCOC(=O)CC1C(=O)NCCN1C(=O)c1cc2c(=O)n3ccccc3nc2s1 (configuration not stated)	-39	3	11	4	6	1	1	-10	-364[fluorescence artefact?]
COc1ccc(S(=O)(=O)Cc2ccc(C(=O)N3CCN(Cc4ccccc4)CC3)o2)cc1	-23	-4	2	5	-1	0.8	5	1	-2
O=C(CCn1c(SCC(=O)NCc2ccco2)nc2ccccc2c1=O)NCCc1ccccc1	-18	.	19	.	5	0.9	3	.	6
O=C(CCC(=O)N1CCN(S(=O)(=O)c2ccccc2)CC1)NC1CCCc2ccccc21 (configuration not stated)	-26	-1	15	-1	-6	1	29	11	1
O=C(NCc1nnc2n1CCCCC2)c1ccc(Cl)cc1Cl	5	4	7	-2	0	0.9	-12	-3	8
Cc1c2cn[nH]c(=O)c2c(C)n1Cc1ccc(F)cc1	-12	8	0	6	7	0.9	-9	5	-2
O=C(O)CCSc1nnc(-c2ccccc2)n1-c1ccccc1	-7	-7	12	2	4	1	11	-3	-4
Cc1oc2nc(SCC(=O)NCc3cccnc3)nc(N)c2c1C	-2	-1	19	-11	-2	1	32	10	1
COC(=O)/C=C(\C)NC(=O)c1cccs1	-4	7	10	8	13	0.8	-2	-8	7
COc1ccc2ccccc2c1/C=N/O	-18	0	10	3	2	0.9	-2	0	1
CCC(=O)c1ccccc1OCCCn1cncn1	-10	-5	8	3	5	1	2	0	5
CCOc1c(C)cc(-c2ncccc2O)cc1C	-13	-1	-2	0	8	1	3	0	-63
CN(C)C(=O)NC1CCCCCCCCCCC1	-1	3	16	5	5	1	4	-2	-2
COc1ccccc1NC(=O)CSc1nc(O)cc(=O)n1-c1ccccc1OC	-1	-6	11	4	11	0.9	11	-9	-8
CSc1nc(NC(C)(C)C)nc(Oc2ccc(=O)[nH]n2)n1	-2	-6	4	0	1	0.9	1	10	-1
Cc1cccc(NC(=O)c2cnc3sccn3c2=O)c1C	4	-2	-37	-4	-6	0.9	12	7	7
Cc1nc2c(o1)CCc1ccccc1C2O (configuration not stated)	11	2	.	0	-2	0.9	-7	.	1
CCN(CC)c1ccc(-n2c(C)c(C(C)=O)c(C(C)=O)c2C)cc1	3	1	19	1	12	1	-13	14	3
CCOc1ccc(Cl)cc1CSc1n[nH]c(CC)n1	4	0	8	1	3	1.1	-2	5	-2
O=C(Cn1cc2c(n1)CCCC2)NCCCN1CCN(Cc2ccccc2)CC1	-7	4	5	-3	11	1	-8	-1	0
CCOC(=O)CCc1n[nH]c(=O)[nH]c1=O	-7	-4	5	2	7	1	0	-3	0
CC1(C)C(c2ccccc2)=[N+]([O-])CN1O	2	-3	6	-1	-3	0.9	7	10	-6
O=C1CNC(=O)/C1=C\N1CCN(C(c2ccccc2)c2ccccc2)CC1	-2	3	5	4	-2	1	5	-1	2
C#CCNc1cc(C)nc2ncnn12	-12	2	-3	2	14	1	-8	-2	6
O=C(CN1CCOCC1)Nc1scc(-c2ccccc2)c1C(=O)N1CCOCC1	5	2	8	4	4	0.9	-1	-12	-1
CC1(C)OC(=O)C(=CNc2ccccc2F)C(=O)O1	-1	5	0	4	1	0.9	-10	-3	2
COc1ccc(-c2cn3c(C)c(C(=O)N4CCN(c5ccc(F)cc5)CC4)sc3n2)cc1	-4	-1	14	-1	7	1	3	0	1
Cc1c(C(=O)OC2CCC(C)CC2)[nH]c2c1C(=O)CCC2 (configuration not stated)	-2	4	-72	5	8	0.8	-4	4	1
CC(=O)Nc1c(C(=O)NCc2ccccc2)nnn1Cc1ccccc1	20	-9	16	-4	-5	1	14	12	-2
